RT RNaseH block – HIV-1 RT RNase H inhibitors, primary screen, biochemical, fluorescence | 65,000 tested, 1.9% active | RT-RNase H RNA/DNA duplex cleavage | AID 565, 2006 | inhibition, % at 10 µM; in the data active means inhibition above about 50%
RmlCD inh mix – RmlC and RmlD coupled enzyme inhibitors, primary screen, biochemical, 384-well, compound mixtures, retest; RmlC/RmlD coupled enzyme inhibition, 384-well mixture HTS; inhibition, % at 5.5 µM; 110,000 tested, 0.39% active; AID 1532, 2009; in the data active means inhibition above about 30%, passing the limit was not always enough; inconclusive means no clear call, values can overlap the other calls; further: strong numbers were not always called active
Starred values were filed as active, the others as inactive; ? = inconclusive; . = not tested or not shown.

SMILES	RT RNaseH block	RmlCD inh mix
CCCCc1ccc(-c2csc(/C(C#N)=C/c3ccc(C)o3)n2)cc1	.	-10
Nc1nc(-c2ccccc2)cc(C(F)(F)F)n1	-14	-11
COc1ccc(C2C3=C(CCCC3=O)Nc3c(-c4ccccc4)c(C)nn32)cc1 (centres undefined)	.	163
CCOC(=O)c1ccc(NC(=O)CSc2nnc(COc3ccccc3)n2C)cc1	-6	3
CCOC(=O)CSc1nc2cc3c(cc2cc1C#N)OCO3	-2	0
Clc1ccccc1OCCn1cnc2ccccc21	-44	-12
Cc1nnc2n(Cc3ccccc3)c(=O)c3c4c(sc3n12)COC(C)(C)C4	8	-11
O=C(CSc1nnc2scc(-c3ccccc3)n12)Nc1ccc2c(c1)OCCO2	-9	0
Cc1ccc2[nH]c(=O)c(CN(CCCN(C)C)C(=O)Nc3ccc(Cl)cc3)cc2c1	.	11
CCCCC(=O)Nc1ccc(Br)cn1	.	7
CCOC(=O)C1C(=O)Nc2nc3ccccc3n2C1C(C)C (centres undefined)	-1	6
Cc1ccc(N2C(=O)CS/C2=C(\C(Cl)=C(Cl)Cl)[N+](=O)[O-])cc1	.	-5
O=C(COC(=O)Cn1[nH]c(=O)c2ccccc2c1=O)Nc1ccc2c(c1)OCO2	1	14
Cc1cccc(NS(=O)(=O)c2ccc(Br)s2)n1	.	-12
COC(=O)[C@@H]1[C@@H](C(=O)OC)C2(c3ccccc3-c3ccccc32)N(c2ccc(Cl)cc2)N1C#N	.	6
CCCCn1c(O)c(C(CC)=NCc2ccco2)c(=O)[nH]c1=O	.	-6
COc1nnnc2c1sc1nc(N3CCOCC3)c3c(c12)CC(C)(C)OC3	-10	.
COc1ccccc1C(=O)NCCn1cc(SCC(=O)NCc2ccco2)c2ccccc21	-3	-9
COCCCn1cnc2c(c1=O)c1nc3ccccc3nc1n2CCc1ccccc1	-2	.
C=CCn1c(=O)c(C(=O)Nc2ccccc2OC)c(O)c2ccccc21	-5	.
COc1nc(C#N)nc(N(C)C)n1	-36	-7
Cc1onc(-c2ccccc2Cl)c1C(=O)Nc1ccccc1N1CCOCC1	.	-11
CC(C)CCSc1nc(N)c(C#N)cc1C#N	-77	1
CC(C)[C@H]1C=C(C(=O)O)O[C@@H](OCc2ccc(CO)cc2)C1	.	2
Cc1ccc(Cn2c(C3CCCN3c3nc(C)cs3)nc3cc(C(=O)NCCCO)ccc32)cc1 (centres undefined)	.	7
CSc1ccccc1NC(=O)c1ccc(C)o1	-4	5
O=S(=O)(c1ccc(Br)cc1)n1ccc2ccccc21	.	-11
CCOC(=O)C1=C(C)N(CCCC(=O)O)C(=O)NC1c1ccc([N+](=O)[O-])cc1 (centres undefined)	.	-14
CC(C)(Oc1cccc2ccccc12)C(=O)O	3	-8
O=S(=O)(c1ccccc1)c1cnn2c(C(F)(F)F)cc(-c3ccc(F)cc3)nc12	.	156

Full records as entered above:
Listed for `C=CCn1c(=O)c(C(=O)Nc2ccccc2OC)c(O)c2ccccc21` : RT RNaseH block = -5; RmlCD inh mix = .
Listed for `CC(C)(Oc1cccc2ccccc12)C(=O)O` : RT RNaseH block = 3; RmlCD inh mix = -8
Listed for `CCOC(=O)C1=C(C)N(CCCC(=O)O)C(=O)NC1c1ccc([N+](=O)[O-])cc1` (centres undefined) : RT RNaseH block = .; RmlCD inh mix = -14

Additional records follow.
SMILES	RT RNaseH block	RmlCD inh mix
Cc1ccc(-n2nc3c(c2NC(=O)c2cccs2)CSC3)cc1	-1	5
Cc1ccc(S(=O)(=O)N(C)c2ccc(OCC(=O)OCc3c(C)noc3C)cc2)cc1	-18	6
COc1cc([C@@H]2c3cc4c(cc3[C@@H](O)[C@H]3COC(=O)[C@H]23)OCO4)cc(OC)c1O[Si](C)(C)C(C)(C)C	.	7
CC(C)(C)OC(=O)N[C@@H](Cc1c[nH]c2ccccc12)c1nnc(SCC(N)=O)o1	0	2
N#Cc1c(N)n(CCNC(=O)c2cccs2)c2nc3ccccc3nc12	-11	37*
Cc1cccc(Nc2nc(N)nc(CN3CCN(C)CC3)n2)c1	5	1
CCOc1cc2[nH]c(=O)n(CCC(=O)NCCc3ccccc3)c(=O)c2cc1OCC	64*	5
O=C(CN(C1CCCCC1)S(=O)(=O)c1ccccc1)N1CCCC1	-4	11
CCCn1c(SCC(=O)NC)nnc1C(C)C	-9	-16
CCOc1nc(-c2ccccc2O)nc2ccccc12	-42	-9
O=c1c(-c2cccc3ccccc23)[n+]([O-])c2ccccc2n1O	.	-14
CCN1CCN(C(=O)c2nn(-c3ccccc3)c(=O)c3ccccc23)CC1	.	-5
O=C(COC(=O)c1ccccc1Oc1ccccc1)NC1CCS(=O)(=O)C1 (centres undefined)	-11	22
COc1ccccc1-c1nc(S(=O)(=O)c2ccc(Cl)cc2)c(N(C)C)o1	-6	3
Cc1cc(C)cc(N(C(=O)C2CCCC2)C2C=CS(=O)(=O)C2)c1 (centres undefined)	-6	-18
COC(=O)C1Sc2[nH]c(=O)sc2C2c3ccccc3OC(=O)C12 (centres undefined)	-1	-12
Cc1ccc(CNC(=O)c2c(C)cc(=O)oc2C)cc1	.	-10
CCc1cccc(NC(=O)Cn2cccc2)c1	2	-9
Cn1c(SCc2cccc3ccccc23)nnc1-c1ccco1	-19	29
CCOC(=O)Cn1c(=O)oc2cc(S(=O)(=O)N3CCN(c4ccccn4)CC3)ccc21	-4	-9
CSc1nnc(-c2ccc(O)cc2)n1C	-1	-11
COc1ccc(F)cc1S(=O)(=O)N1CCN(Cc2ccc3c(c2)OCO3)CC1	-34	-40
CN1C(C)(C)CC(=NOC(=O)c2ccccc2)CC1(C)C	.	9
O=C(c1ccco1)c1nc2c(n1O)CCCCC2	.	12
Cc1sc2c(c1C)CN(Cc1ccncc1)CN2C(=O)c1ccco1	.	16
ON1C(c2ccc(Cl)cc2Cl)N(O)[C@H]2CCCC[C@H]21 (some centres undefined)	-2	-2
CC(SCCc1ccccn1)C(=O)O (centres undefined)	-11	-9
Cc1onc(-c2ccccc2Cl)c1C(=O)N1CCN(c2cccc(Cl)c2)CC1	-16	-8
CCn1cc(C(=O)NCc2ccccc2OC)c(=O)c2ccc(C)nc21	-11	-121
CC(=O)N(C)c1nc(-c2ccc(Cl)cc2)cs1	-11	-12

Arranged by length of the SMILES (smallest number first): some entries from above
SMILES	RT RNaseH block	RmlCD inh mix
CC(SCCc1ccccn1)C(=O)O (centres undefined)	-11	-9
CSc1nnc(-c2ccc(O)cc2)n1C	-1	-11
Cc1ccc(CNC(=O)c2c(C)cc(=O)oc2C)cc1	.	-10
COc1ccc(F)cc1S(=O)(=O)N1CCN(Cc2ccc3c(c2)OCO3)CC1	-34	-40
CCOC(=O)Cn1c(=O)oc2cc(S(=O)(=O)N3CCN(c4ccccn4)CC3)ccc21	-4	-9

Carrying on.
SMILES	RT RNaseH block	RmlCD inh mix
COc1ccc(S(=O)(=O)N2CCC(C(=O)N3CCN(c4ccccc4OC)CC3)CC2)cc1	5	-12
COc1ccc2[nH]c(=O)c(CN(C(=O)C3CCCO3)c3ccc(C)cc3)cc2c1 (centres undefined)	2	-9
Cc1ccc(C(=O)OCC(=O)Nc2ccc(N(C)C)cc2)cc1NC(=O)c1ccco1	.	3
c1ccc(Oc2cccc(NC3=NCCC3)c2)cc1	-30	0
Fc1ccc(-c2nnc3sc(C4COc5ccccc5O4)nn23)cc1 (centres undefined)	-15	-28
C=CCN1c2ccccc2[C@]23C[C@@H](C(=O)OC)N(C(=O)c4cc(C)oc4C)C2=NC(C(=O)OC)=C(C(=O)OC)[C@H]13	.	-2
Cc1cccc(-n2ncc3c(Nc4ccc(F)cc4)ncnc32)c1	-19	4
Cc1cc(-c2nc3ncccc3o2)ccc1N	-5	69*
O=C(Nc1ccc2c(c1)C(=O)N(CC1CCCO1)C2=O)c1ccccc1Br (centres undefined)	.	-1
Cn1cccc1-c1cc(C(=O)O)[nH]n1	-1	3
O=P(NS(=O)(=O)c1ccc(Br)cc1)(Oc1ccccc1)Oc1ccccc1	.	-14
COc1ccc(NC(=O)c2onc(C)c2Cl)cc1OC	.	0
Cc1cccc(NC(=O)C2CCCN2C(=O)OCC(C)C)c1C (centres undefined)	-2	-9
O=C(CN1CCN(c2ccc(F)cc2)CC1)OCc1ccccc1	-1	13
COc1ccc2c(c1)cc(C(=O)O)n2C	1	-1
CCN(CC)S(=O)(=O)c1ccc(Cl)c(C(=O)Nc2nnc(C)s2)c1	-3	-12
COc1ccc(/C=C/C(=O)NCC(=O)N/N=C/c2cc(Br)ccc2OCc2ccccc2)cc1	.	5
COC(=O)C(C)Oc1cc(C)cc2oc(=O)c3c(c12)CCCC3 (centres undefined)	-55	4
CCn1cnc2sc(C(=O)O)c(C)c2c1=O	-5	-1
COc1cc(C)nc(N2CCCC(C(=O)Nc3cccc(Cl)c3Cl)C2)n1 (centres undefined)	28	64
O=C(Nc1ccccc1)N(CCc1nc2ccccc2[nH]1)C1CCCC1	4	-13
Cc1ccc(-n2c(Cc3cccs3)nnc2SCC(=O)Nc2ccc(F)c(F)c2)cc1	.	9
O=C(NCc1ccc2c(c1)OCO2)C1CC(=O)N(c2ccc(F)cc2)C1 (centres undefined)	.	-9
COc1ccc(C/C(=N\O)c2ccc(OC)cc2)cc1	.	3
O=C(Nc1ncnc2sc3c(c12)CCC3)c1ccco1	-11	5
CCN(CC)C(=O)c1ccc(COc2ccccc2Br)o1	-7	.
O=S(=O)(NCC1CCCO1)c1ccc2c(c1)OCCO2 (centres undefined)	-40	-184
CCCc1nn2c(=O)c(C(c3ccc(C)cc3)c3c(O)nc4sc(CCC)nn4c3=O)c(O)nc2s1	.	-18
Nc1nc(Cl)cc(N2CCC(c3cc(-c4ccc(Cl)cc4Cl)n[nH]3)CC2)n1	.	0
CNC(=O)NC(=O)CSc1nnc(-c2ccco2)n1Cc1ccccc1	.	10

The last 6 compounds of the part above lead into the next.
SMILES	RT RNaseH block	RmlCD inh mix
O=C(Nc1ncnc2sc3c(c12)CCC3)c1ccco1	-11	5
CCN(CC)C(=O)c1ccc(COc2ccccc2Br)o1	-7	.
O=S(=O)(NCC1CCCO1)c1ccc2c(c1)OCCO2 (centres undefined)	-40	-184
CCCc1nn2c(=O)c(C(c3ccc(C)cc3)c3c(O)nc4sc(CCC)nn4c3=O)c(O)nc2s1	.	-18
Nc1nc(Cl)cc(N2CCC(c3cc(-c4ccc(Cl)cc4Cl)n[nH]3)CC2)n1	.	0
CNC(=O)NC(=O)CSc1nnc(-c2ccco2)n1Cc1ccccc1	.	10
Cc1ccc(CNC(=O)C(NS(=O)(=O)c2ccc3nc(C)sc3c2)C(C)C)cc1 (centres undefined)	.	-14
CCOC(=O)Nc1ccc2c(c1)Nc1ccccc1S2	2	9
Cc1nn(C(C)c2n[nH]c(=S)n2-c2ccc(F)cc2)c(C)c1[N+](=O)[O-] (centres undefined)	.	0
CCOc1ccc(-n2c(Cc3cc(=O)[nH]c(=O)[nH]3)nnc2SCC(N)=O)cc1	-4	4
COc1cc(C(=O)NCCC(=O)NC2CCCCCCC2)cc(OC)c1OC	7	15
O=C(c1cccc(C(F)(F)F)c1)N1CCC(=O)N(C(CO)Cc2ccccc2)CC1 (centres undefined)	.	-9
CN(C)[C@@H]1C(=O)C(C(=O)NCN2CCCC2)=C(O)[C@@]2(O)C(=O)C3=C(O)c4c(O)cccc4[C@@](C)(O)C3CC12 (some centres undefined)	.	16
CCOc1cccc(CNn2cnnc2)c1OCc1ccccc1	.	1
CC(=O)Nc1cn(C(C)=O)c(C)n1	-17	-1
O=C(NCc1ccccc1)C(c1ccccc1)N(Cc1cccs1)C(=O)c1cnccn1 (centres undefined)	.	-13
Cc1ccc(/C(O)=C2\C(=O)C(=O)N(CC(C)O)C2c2ccc(N(C)C)cc2)cc1 (centres undefined)	8	-12
COC(=O)c1cc(=O)n(CCc2ccc(OC)c(OC)c2)c(=Nc2ccc(F)c(Cl)c2)s1	.	5
O=C(Nc1ccc2c(c1)OCO2)C1CC(c2ccc(F)cc2)=NO1 (centres undefined)	.	5
CC1CCCCN1S(=O)(=O)c1ccc2c(c1)CCN2C(=O)CCC(=O)O (centres undefined)	-5	19
CCC(=O)Nc1ccc(-c2nn3c(C)nnc3s2)cc1C	-4	-7
Brc1cccc(-c2nnc3n2CCCCC3)c1	-11	-8
CCOC(=O)c1c(C)[nH]c(C(=O)CSc2nnc(CC(C)c3ccccc3)o2)c1C (centres undefined)	72*	-4
Cn1c(CN2CCCC2)nc2cc(NS(=O)(=O)c3ccc(Cl)cc3)ccc21	.	16
CCCc1nc(N)nc2c1C(=O)CC(C)(C)C2	-16	-12
COCCn1c(C)cc(C(=O)CSc2nnc3scc(-c4ccc(Cl)cc4)n23)c1C	20	.
COc1cnc(SCc2ccc(Cl)cc2)nc1Cl	.	8
COc1ccc(C2/C(=C(\O)c3cccc(OC)c3)C(=O)C(=O)N2c2ccccn2)cc1 (centres undefined)	.	4
CN(C)c1cc(-c2ccccc2)nc(N)n1	4	15
COc1cccc(N2CCN(C(=O)CCn3c(=S)[nH]c4cc5c(cc4c3=O)OCO5)CC2)c1	-10	3
O=C(NCCSc1c[nH]c2ccccc12)c1ccc2c(c1)OCO2	.	14
O=C(Cn1nnc(-c2cccc(C(F)(F)F)c2)n1)NC(=O)NCc1ccco1	38	4
CCOC(=O)C1=C(C)N=C2c3ccccc3C(=O)C2C1c1ccc(Cl)cc1 (centres undefined)	.	0
CCOC(CCNC(=O)c1cn(-c2cccc(C)n2)cn1)OCC	.	4
COC(=O)c1cc(C(=O)OC)cc(S(=O)(=O)Nc2ccc(Cl)c(N)c2)c1	-3	6
CN(C(=O)CSc1ncccc1C(=O)O)c1ccccc1	-2	?
O=C1c2ccccc2C(=O)N1CCc1nc(-c2ccc(Cl)cc2)no1	.	-5
CCCCCc1nnc(NC(=O)C2CCCO2)s1 (centres undefined)	64*	93
Nc1c(-c2ccccc2)cnn1C1CCS(=O)(=O)C1 (centres undefined)	.	-2

Not all compounds are listed (hit frequency here may not be typical).
